# FBW7 act: FBW7 E3 ligase activators, primary screen, biochemical, AlphaScreen, human | F-box/WD repeat-containing protein 7 (Homo sapiens), Q969H0 | AlphaScreen FBW7–phospho-cyclin E peptide binding, activator screen | normalized activity (activation), % at 26.1 µM | 0.13% of 650,000 active | AID 1259310, 2017; in the data active means normalized activity above about 1.9%;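 further: purified mutant Fbw7 with reduced substrate affinity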
# Target sequence (Q969H0 whole entry, looked up): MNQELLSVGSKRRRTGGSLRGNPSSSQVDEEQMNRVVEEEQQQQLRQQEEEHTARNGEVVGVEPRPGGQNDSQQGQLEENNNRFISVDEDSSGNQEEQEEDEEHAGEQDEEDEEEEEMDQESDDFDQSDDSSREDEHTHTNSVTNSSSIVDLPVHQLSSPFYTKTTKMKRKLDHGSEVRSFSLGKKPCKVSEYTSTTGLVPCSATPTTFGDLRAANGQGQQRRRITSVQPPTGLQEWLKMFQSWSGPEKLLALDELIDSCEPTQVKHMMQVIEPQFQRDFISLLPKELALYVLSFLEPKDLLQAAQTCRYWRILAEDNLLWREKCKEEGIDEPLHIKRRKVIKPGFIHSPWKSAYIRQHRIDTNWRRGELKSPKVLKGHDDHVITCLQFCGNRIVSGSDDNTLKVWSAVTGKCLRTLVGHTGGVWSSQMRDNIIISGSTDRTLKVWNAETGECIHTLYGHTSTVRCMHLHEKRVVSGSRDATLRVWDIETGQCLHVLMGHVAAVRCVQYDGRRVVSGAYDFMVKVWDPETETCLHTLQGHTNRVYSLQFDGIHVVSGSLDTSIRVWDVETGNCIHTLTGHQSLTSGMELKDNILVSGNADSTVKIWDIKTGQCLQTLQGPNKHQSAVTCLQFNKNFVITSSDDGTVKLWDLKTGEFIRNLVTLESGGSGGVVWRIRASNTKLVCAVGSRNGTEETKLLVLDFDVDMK
# MITF inh: MITF inhibitors, primary screen, biochemical, AlphaScreen, human | Microphthalmia-associated transcription factor (Homo sapiens), O75030 | AlphaScreen MITF homodimerization, bead proximity signal | inhibition, % at 2.6 µM | 0.91% of 650,000 active; in the data active means inhibition above about 50%;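 further: 0% = vehicle wells with protein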
# GPR151 activ: activators of human GPR151, primary screen, cell-based, PathHunter beta-arrestin, luminescence. G-protein coupled receptor 151 (Homo sapiens), Q8TDV0. PathHunter beta-arrestin GPR151 cells. activation, % at 11.2 µM. 1% of 650,000 active. AID 1508602, 2020; in the data active means activation above about 4.9%;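 further: 0% = median of compound wells and 100% = cells with positive control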
# TEAD-YAP inh: TEAD-YAP interaction inhibition, primary screen, TEAD-YAP interaction inhibitor project, luminescence, HEK-TIYL cells; TEAD-Gal4/YAP UAS-luciferase luminescence; AID 1259422, 2018; inhibition, % at 9.12 µM; 1.4% of 640,000 active; in the data active means inhibition above about 32%;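 further: 0% = median of test compound wells and 100% = reference inhibitor wells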
# * marks the source's active call; other numbers are inactive results; nt = not tested or not shown; & = joins results of further samples. Random draw from the library; about 3.4% have a hit in one of these screens.
# Short forms: A = FBW7 act; B = MITF inh; C = GPR151 activ; D = TEAD-YAP inh
(1) CC(C)(C)NC(=O)CSc1nc2cccnc2n1C1CCCCC1
  A: 0.0; B: -9; C: 1.3; D: -9
(2) COC(C(=O)N1CCCC(c2[nH]ncc2-c2cc(C)no2)C1)c1ccccc1 (stereo not drawn)
  A: -0.1; B: -1; C: -1.0; D: -14
(3) COc1ccc(-c2c(C(F)(F)F)oc3c(CN4CCOCC4)c(O)ccc3c2=O)cc1OC
  A: 0.8; B: 4; C: 0.8; D: -2
(4) Cc1sc2nc(SCC(=O)c3c[nH]c4ccccc34)[nH]c(=O)c2c1C
  A: 0.5&-0.3; B: 19&-7; C: -0.4&0.0; D: 7&0
(5) c1ccc(N2CCCC2=Nc2ccncc2)cc1
  A: -0.2; B: 68*; C: 0.0; D: -2
(6) CCOC(=O)c1ccccc1NC(=O)c1cnn(-c2ccccc2)c1NC(=O)C(C)(C)C
  A: 0.2; B: 3; C: 0.0; D: 9
(7) O=c1[nH][nH]c(=O)c2cnccc12
  A: 0.1; B: -11; C: 0.1; D: -13
(8) CCOC(=O)C1=C(N)OC2=C(C(=O)CC(c3ccccc3)C2)C1c1ccc2c(c1)OCO2 (stereo not drawn)
  A: -0.1; B: -6; C: -0.5; D: -6
(9) CCOC(=O)Cn1cc2c(c1-c1ccc(Cl)cc1)c(=O)n(C)c(=O)n2C
  A: 0.0; B: 6; C: -1.2; D: -2
(10) Fc1cnc(N2CCOCC2)nc1Nc1cccc(Br)c1
  A: -0.1; B: 0; C: 0.8; D: -7
(11) CCCCOc1ccc(C(=O)Nc2c3c(nn2-c2ccccc2)CSC3)cc1
  A: 0.1; B: -11; C: 2.5; D: 5
(12) Cc1ccc(C(=O)COC(=O)c2ccccc2)cc1
  A: 0.7; B: -10; C: -0.5; D: -23
(13) Cc1cccc(N(CC(=O)NCc2ccccc2)C(=O)Cn2nnc(-c3ccc(C)o3)n2)c1
  A: -0.1; B: 11; C: 0.3; D: 16
(14) O=S(=O)(c1cc(Cl)ccc1Cl)N1CCN(c2cc(-n3cccn3)ncn2)CC1
  A: 0.0; B: -8; C: -0.8; D: -9
(15) COc1ccc(-c2nc3ccccc3c(=O)n2NC(=O)C2CCC(C(C)(C)C)CC2)cc1OC (stereo not drawn)
  A: 0.5; B: -6; C: -1.5; D: -2
(16) COC(=O)c1cn(NC(=O)c2cc(OC)c(OC)c(OC)c2)c(=O)c2ccccc12
  A: -0.2; B: 5; C: -0.3; D: -5
(17) CCOC(=O)C1CN(S(=O)(=O)c2ccccc2)c2cc(S(=O)(=O)CC)ccc2O1 (stereo not drawn)
  A: -0.2; B: -6; C: -0.1; D: 2
(18) CCCCNS(=O)(=O)c1ccc(NC(=O)/C=C/c2ccc(OC)cc2)cc1
  A: -0.1; B: 6; C: 0.9; D: 11
(19) CC(/C=C/C(=O)NO)=C\[C@@H](C)C(=O)c1ccc(N(C)C)cc1
  A: nt; B: -29; C: -0.6; D: nt
(20) Clc1cccc(-n2cc(-c3ccccc3)c3c(N4CCN(Cc5ccccc5)CC4)ncnc32)c1
  A: 0.2; B: 7; C: -2.1; D: -4
(21) O=C(c1ccc(C(=O)O)c([N+](=O)[O-])c1)c1ccc(C(=O)O)c([N+](=O)[O-])c1
  A: -0.2; B: 38; C: -1.1; D: -4
(22) CCOc1cc(/C=C2/C(=N)N3N=C(C)SC3=NC2=O)ccc1OCCOc1ccc(OC)cc1
  A: -0.1; B: -2; C: 0.3; D: 4
(23) CN(C(=O)C1(c2cccs2)CCOCC1)c1ccccc1
  A: -0.1; B: -6; C: 0.1; D: 0
(24) CC(c1ccccc1)N1C(=O)c2cccc([N+](=O)[O-])c2C1=O (stereo not drawn)
  A: 0.8; B: 2; C: -0.5; D: 11
(25) Cn1c(=O)[nH]c(=O)c2c1nc(N1CCN(c3ccccc3)CC1)n2Cc1ccccc1Cl
  A: -0.2; B: 3; C: 0.7; D: 5
(26) CCOC(=O)Cc1ccc(N(Cc2ccc(Cl)cc2)S(=O)(=O)c2ccc(C)cc2)cc1
  A: -0.2; B: -7; C: -0.3; D: 1
(27) COc1ccc(N2CCN(C(=O)CNC(=O)Cn3c(C)cc4ccccc4c3=O)CC2)cc1
  A: 0.0; B: 21; C: -1.0; D: -3
(28) CCN(CC)C(=S)SCC(=O)c1c(C)[nH]c2ccccc12
  A: -0.1; B: 9; C: -0.7; D: -30
(29) COc1ccc2cc(C(=O)N3CCc4nc(C)[nH]c(=O)c4C3)[nH]c2c1
  A: 0.0; B: 11; C: -0.3; D: 1
(30) Cc1cc(C)c(C)c(C2C(C#N)=C(N)Oc3n[nH]c(C)c32)c1C (stereo not drawn)
  A: -0.1; B: -2; C: -1.6; D: -4
(31) Cc1ccc(Cl)c(OCC(=O)OCC(=O)NC(=O)Nc2ccc3c(c2)OCCO3)c1
  A: -0.1; B: -2; C: -1.1; D: -25
(32) Cc1nnc(SCC(=O)NC(C)(C)C)c2c1cnn2-c1ccccc1
  A: -0.1; B: 3; C: -1.4; D: 0
(33) O=C(CC(=O)Nc1ccc(OC(F)F)cc1)Nc1ccc(OC(F)F)cc1
  A: 0.0; B: 4; C: -1.3; D: 4
(34) CS(=O)(=O)NN1C(=O)c2ccccc2NC1c1cccs1 (stereo not drawn)
  A: 0.0; B: -7; C: -1.2; D: -11
(35) Cc1sc2ncn(CC(=O)NCC(=O)NCc3ccco3)c(=O)c2c1C
  A: 0.1; B: 0; C: -1.5; D: -1
(36) CCN(CCO)C(=O)CCN1C(=O)/C(=C\c2ccco2)SC1=S
  A: -0.1; B: 2; C: 0.5; D: -5
(37) CCN(CC)CC(C)OC(=O)c1cccc(Br)c1 (stereo not drawn)
  A: -0.1; B: 3; C: 0.5; D: 12
(38) COc1ncc(-c2cnc3c(NCc4ccc5c(c4)OCO5)nccn23)c(OC)n1
  A: 0.2; B: 17; C: -1.0; D: 1
(39) COC(=O)c1c(NC(=O)/C=C/c2ccc(OC)cc2)sc(C)c1C
  A: 0.1; B: -1; C: -1.3; D: 8
(40) Cc1c(C(=O)N2CCN(c3ccccc3)CC2)sc2ncn(CC(=O)N3CC(C)CC(C)C3)c(=O)c12 (stereo not drawn)
  A: 0.1; B: 2; C: 4.7; D: 6
(41) Brc1c(CSc2nncc3ccccc23)nc2ccccn12
  A: -0.3; B: 0; C: -1.4; D: -15
(42) CCOC(=O)N1CCN(c2c(NCc3ccc(F)cc3)c(=O)c2=O)CC1
  A: 0.1; B: 0; C: 1.9; D: 55*
(43) Cc1cc(N2CCN(C)CC2)nc2ccc(NC(=O)CCC(=O)NCc3ccco3)cc12
  A: -0.1; B: -6; C: 0.7; D: -9
(44) Cc1nc2c(cc(Oc3nnc(C)c4ccccc34)c3ccsc32)s1
  A: -0.1; B: -3; C: 0.4; D: -6
(45) CC1(C)CC(=O)C=C(Nc2cc([N+](=O)[O-])ccc2N)C1
  A: 0.2; B: 15; C: 0.7; D: -4
(46) COC(=O)CS(=O)C(C)C(=O)N1CCc2cccc(S(=O)(=O)N(C)C)c21 (stereo not drawn)
  A: 0.8; B: 8; C: -0.1; D: 8
(47) Cc1nc2ccncc2cc1C(=O)N1CCOCC1
  A: -0.1; B: 6; C: -1.5; D: 13
(48) OCc1cccc(-c2cnc3c(Nc4cccc(OC(F)(F)C(F)F)c4)nccn23)c1
  A: -0.1; B: -4; C: -0.8; D: 1
(49) CC1=C(C(N)=O)C(c2ccc(OCc3ccccc3)cc2)n2nc(CCCO)nc2N1 (stereo not drawn)
  A: 0.3; B: 14; C: -1.3; D: 13
(50) O=C(NCCOC(=O)c1ccc(F)cc1)c1ccc(F)cc1
  A: 0.1; B: 15; C: -0.9; D: 5

# (continued)
# Short forms: A = FBW7 act; B = MITF inh; C = GPR151 activ; D = TEAD-YAP inh
(51) CC1=C(C(=O)OCCc2ccccc2)C(c2ccc(F)c(F)c2)C2=C(CC(C)(C)CC2=O)N1 (stereo not drawn)
  A: 0.1; B: 3; C: 0.5; D: -3
(52) Nn1c(SCC(=O)NC2CCCc3ccccc32)nnc1-c1cccs1 (stereo not drawn)
  A: 0.2; B: 7; C: -1.0; D: 5
(53) COc1ccc(NC(=O)C2CCCCC2C(=O)O)c([N+](=O)[O-])c1 (stereo not drawn)
  A: -0.1; B: 2; C: 0.7; D: 4
(54) Cc1nnc(NC(=O)COC(=O)c2ccco2)s1
  A: 0.2; B: 7; C: 0.8; D: 6
(55) Fc1ccc(Nc2ncnc3c2c(-c2ccccc2)cn3-c2ccc(F)cc2)cc1
  A: 0.2; B: 3; C: 0.6; D: 10
(56) O=C1NC(=O)C(=Cc2ccc(OC(=O)c3cccc(Br)c3)cc2)C(=O)N1
  A: -0.6; B: -5; C: 2.1; D: 7
(57) CC1=CC2=NC(=O)/C(=C\c3cc(C)n(-c4ccc(C)c(Cl)c4)c3C)C(=N)N2O1
  A: 0.0; B: 3; C: 1.4; D: 2
(58) O=C(COc1ccc(Cl)cc1Cl)Nc1cccc(-c2cn3c(n2)SCC3)c1
  A: 0.1; B: 8; C: -0.4; D: 69*
(59) Cc1cccc(N(CC(=O)Oc2ccc(Cl)cc2)S(C)(=O)=O)c1
  A: 0.1; B: 0; C: 0.6; D: -3
(60) CCOc1ccc(-n2c(=O)[nH]cc(C(=O)Nc3ccc(OC)c(OC)c3)c2=O)cc1
  A: 0.2; B: 13; C: -1.0; D: 7
(61) Cc1onc(-c2ccccc2)c1C(=O)N1CCC2(CC1)CC2C(=O)NCc1cccs1 (stereo not drawn)
  A: 0.0; B: 14; C: -1.4; D: 1
(62) COc1ccc(OC)c(NC(=O)c2sc3nc(C)nc(N4CCOCC4)c3c2C)c1
  A: -0.1; B: 3; C: -0.4; D: 7
(63) O=C(CN1CCC(c2ccc3c(c2)OCO3)CC1)N1CCOCC1
  A: -0.1; B: -10; C: -0.2; D: 8
(64) CCOC(=O)c1cnc2ccc(OC)cc2c1Nc1cc(Cl)ccc1OC
  A: -0.3; B: 7; C: 0.9; D: 6
(65) CC(NC(=O)c1ccccc1F)c1ccc(Br)cc1 (stereo not drawn)
  A: 0.1; B: 12; C: 0.9; D: 10
(66) CCCCCC1C/C(=N/OC(C)=O)C=C(C)C1C(=O)OC (stereo not drawn)
  A: 0.1; B: -6; C: 7.3*; D: -3
(67) O=S1(=O)c2cccc3cccc(c23)N1Cc1nc2ccccc2[nH]1
  A: -0.1; B: -13; C: -0.8; D: -9
(68) CC1SCC(=O)N(CC(=O)Nc2ccc(Br)cc2)C1=O (stereo not drawn)
  A: 0.0; B: -4; C: 0.3; D: 5
(69) COC(=O)c1cn[nH]c1NC(=S)Nc1ccc(C)cc1Cl
  A: 0.6; B: 7; C: -0.4; D: -4
(70) O=C(NCc1ccccc1)c1cc(NCCCN2CCCC2=O)nc2ccccc12
  A: 0.3; B: 12; C: -0.7; D: -12
(71) O=c1c2ccccc2n(Cc2cccc([N+](=O)[O-])c2)c(=O)n1Cc1ccco1
  A: 0.2; B: 3; C: 0.5; D: -14
(72) C=CCn1c(=NC(=O)c2ccc(OC(C)C)cc2)sc2cc(S(N)(=O)=O)ccc21
  A: -0.1; B: -10; C: 0.6; D: 0
(73) COc1ccccc1NC(=O)CSc1nccn2nc(-c3ccc(F)cc3)cc12
  A: -0.1; B: 8; C: -0.1; D: 0
(74) O=C(NCCc1ccccc1)c1cnn2c(C(F)(F)F)cc(-c3ccco3)nc12
  A: 0.1; B: -4; C: 1.2; D: 9
(75) O=C(NCc1ccccc1)c1ccc2nc(-c3cccs3)c(-c3cccs3)nc2c1
  A: -0.1; B: -3; C: -0.1; D: -3
(76) Cc1ccc(OCCCN2CCCCC2)c([N+](=O)[O-])c1
  A: 0.1; B: 87*; C: -1.5; D: -28
(77) COc1ccc(/C=C2\N=C(c3ccc(Cl)cc3)N(c3ccc(C)cc3Br)C2=O)cc1OC
  A: -0.1; B: 4; C: -0.1; D: -8
(78) O=C1NC(=O)/C(=C\c2cccn2-c2ccc(I)cc2)S1
  A: -0.1; B: 1; C: -0.4; D: 3
